inhibitors of VEEV: inhibitors of VEEV TC-83 cytopathic effect, confirmation, Vero cells (AID 588727); Vero cells, VEEV TC-83 cytopathic effect inhibition; higher % means a stronger effect; one-dose inhibition, % at 20 µM; IC50 in µM for titrated hits; actives 0.13% (n = 350,000); in the data active = a potency from the dose series; inconclusive = inhibition mostly from about 14% at the one dose, without a potency; inactive = the rest, 99 in 100 with inhibition below about 12%; also: strong numbers were not always called active
H37Rv inhibition: M. tuberculosis growth inhibition, HTS (AID 449762) | M. tuberculosis H37Rv growth inhibition, 7H9 media; higher % means a stronger effect | one-dose inhibition, % at 25 µM; IC50 in µM for titrated hits | actives 0.59% (n = 330,000); in the data active = a potency from the dose series; inconclusive = inhibition above about 70% without an active follow-up result;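 also: bacterial growth assessed after seven days of incubation; strong numbers were not always called active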
influenza NS1A: NS1A inhibition, H1N1 influenza, cell based functional assay (AID 504329) | inhibition, % at 12.5 µM; hits with a dose series show IC50 in µM | NS1A functional cell-based assay, percent inhibition; higher % means a stronger effect | actives 0.3% (n = 340,000); in the data active = a potency from the dose series; inconclusive = inhibition above about 27% without an active follow-up result; also: strong numbers were not always called active
tuberculosis growth: growth inhibition of non-replicating M. tuberculosis (AID 488890); one-dose inhibition, % at 25 µM; IC50 in µM for titrated hits; actives 0.39% (n = 320,000); Mycobacterium tuberculosis non-replicating, growth inhibition; higher % means a stronger effect; in the data active = a potency from the dose series; inconclusive = inhibition mostly from about 82% at the one dose, without a potency; inactive = the rest, 99 in 100 with inhibition below about 76%;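 also: plate controls were DMSO cells for no effect and high antibiotic wells for full effect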
Salmonella PhoP GFP: Inhibition of PhoP regulon, Salmonella typhi GFP reporter cells, confirmation, 4 h (AID 1850); Salmonella Typhi PhoP-promoter GFP reporter, fluorescence, 4 h; higher % means a stronger effect; one-dose inhibition, % at 50 µM; IC50 in µM for titrated hits; actives 0.33% (n = 310,000); in the data active = a potency from the dose series; inconclusive = inhibition mostly from about 25% at the one dose, without a potency; inactive = the rest, 99 in 100 with inhibition below about 19%;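 also: 0% = induced wells with vehicle and 100% = uninduced wells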
Active calls of the source: *. Rows were taken by chance. About 1.4% of those tested had a hit in this group.

`O=C(NCC(=O)N1CCN(c2ccccc2O)CC1)c1ccc2c(c1)OCO2` gave inhibitors of VEEV 8.2%, H37Rv inhibition -4%, influenza NS1A -2%, tuberculosis growth 5% and Salmonella PhoP GFP -11%.
For CCOC(=O)N1CCN(c2c(N3CCN(c4cccc(C)c4C)CC3)c(=O)c2=O)CC1 the results were inhibitors of VEEV 2.3% and influenza NS1A -1%.
Screening CC(C)c1[nH]nc2c1C(C1C=CCCC1)C(C#N)=C(N)O2 (stereo not given) returned inhibitors of VEEV 28%, H37Rv inhibition 2%, influenza NS1A -2%, tuberculosis growth 3% and Salmonella PhoP GFP 1%.
Screening O=c1[nH]nc(Cc2ccc(-c3ccc(Cl)cc3)o2)c2ccccc12 returned inhibitors of VEEV inactive, H37Rv inhibition 4%, influenza NS1A -1%, tuberculosis growth 14% and Salmonella PhoP GFP -11%.
Screening COCCn1cc(C(=O)NCCN(C)C)c2c3ccccc3n(C)c2c1=O returned inhibitors of VEEV 10%, H37Rv inhibition 2%, influenza NS1A 20%, tuberculosis growth -8% and Salmonella PhoP GFP -2%.
Screening CCOc1ccc(S(=O)(=O)N(C)c2ccc(OCC(=O)NCC3CCCCC3)cc2)cc1 returned inhibitors of VEEV 5.4%, H37Rv inhibition -3%, influenza NS1A -1% and tuberculosis growth 38%.
Screening CC(=O)c1cccc(OCC(=O)N2CCCc3ccccc32)c1 returned inhibitors of VEEV inactive, H37Rv inhibition -4%, influenza NS1A 5%, tuberculosis growth 18% and Salmonella PhoP GFP 4%.
Screening C/C(=N\NC(=O)c1nnn(-c2nonc2N)c1-c1ccccc1)c1cccnc1 returned inhibitors of VEEV 0.6%, H37Rv inhibition -7%, influenza NS1A -7%, tuberculosis growth -15% and Salmonella PhoP GFP -4%.
`CN(c1ccccc1)S(=O)(=O)c1ccc(Cl)nc1` gave inhibitors of VEEV inactive, H37Rv inhibition -4%, influenza NS1A -4%, tuberculosis growth -9% and Salmonella PhoP GFP 5%.
COc1ccccc1OCCCCN1CCN(C(c2ccccc2)c2ccccc2)CC1 was read as inhibitors of VEEV inactive, H37Rv inhibition inconclusive, influenza NS1A 15%, tuberculosis growth inconclusive and Salmonella PhoP GFP 9%.
Screening Oc1c(Cl)cccc1C=Nc1cc(C(F)(F)F)ccc1N1CCCC1 returned inhibitors of VEEV 0.3%, H37Rv inhibition -3%, influenza NS1A 12%, tuberculosis growth -4% and Salmonella PhoP GFP -2%.
Cc1cn2c(=O)c(C(=O)NCc3ccc4c(c3)OCO4)cnc2s1 was read as inhibitors of VEEV 0.5%, H37Rv inhibition -7%, influenza NS1A 0%, tuberculosis growth -5% and Salmonella PhoP GFP 7%.
CCSc1nnc(NC(=O)CSC2=NN3CCCC(=O)N=C3S2)s1 was read as inhibitors of VEEV 0.5%, H37Rv inhibition 3%, influenza NS1A 4%, tuberculosis growth 5% and Salmonella PhoP GFP 1%.
Screening Cc1ccc(S(=O)(=O)N2CCN(c3ccccc3)CC2)s1 returned inhibitors of VEEV 2.7%, H37Rv inhibition 4%, influenza NS1A -14% and tuberculosis growth -3%.
Screening O=C(CCSCCc1ccncc1)NCCCN1CCOCC1 returned inhibitors of VEEV 3.5%, H37Rv inhibition -4%, influenza NS1A -2%, tuberculosis growth -6% and Salmonella PhoP GFP -5%.
Screening CCCC1CCC(c2ccc(OCC)cc2)=CC1=O (stereo not given) returned inhibitors of VEEV 0.8%, H37Rv inhibition 2%, influenza NS1A 2%, tuberculosis growth inconclusive and Salmonella PhoP GFP 8%.
Screening Cc1nn(-c2ccccc2)c(C)c1C(=O)OCC(=O)Nc1ccccc1C(F)(F)F returned inhibitors of VEEV 0.9%, H37Rv inhibition -11%, influenza NS1A -7% and tuberculosis growth 15%.
Cc1ccc(S(=O)(=O)Nc2ccccc2F)cc1C(=O)N1CCCC1 was read as inhibitors of VEEV 1.1%, H37Rv inhibition 0%, influenza NS1A -2% and tuberculosis growth -13%.
Screening Cc1cccc(C(=O)NCCCNC(=O)c2cccc(C)c2)c1 returned inhibitors of VEEV 0.4%, H37Rv inhibition 1%, influenza NS1A 1%, tuberculosis growth 1% and Salmonella PhoP GFP 6%.
Cc1c(C(=O)O)oc2ccc(S(=O)(=O)NCc3ccc4c(c3)OCO4)cc12 was read as inhibitors of VEEV 0.6%, H37Rv inhibition -7%, influenza NS1A -11%, tuberculosis growth 1% and Salmonella PhoP GFP -3%.

Looked up one by one from above (four):
`O=C(NCC(=O)N1CCN(c2ccccc2O)CC1)c1ccc2c(c1)OCO2` gave inhibitors of VEEV 8.2%, H37Rv inhibition -4%, influenza NS1A -2%, tuberculosis growth 5% and Salmonella PhoP GFP -11%.
Screening Cc1cccc(C(=O)NCCCNC(=O)c2cccc(C)c2)c1 returned inhibitors of VEEV 0.4%, H37Rv inhibition 1%, influenza NS1A 1%, tuberculosis growth 1% and Salmonella PhoP GFP 6%.
For CCOC(=O)N1CCN(c2c(N3CCN(c4cccc(C)c4C)CC3)c(=O)c2=O)CC1 the results were inhibitors of VEEV 2.3% and influenza NS1A -1%.
Cc1c(C(=O)O)oc2ccc(S(=O)(=O)NCc3ccc4c(c3)OCO4)cc12 was read as inhibitors of VEEV 0.6%, H37Rv inhibition -7%, influenza NS1A -11%, tuberculosis growth 1% and Salmonella PhoP GFP -3%.

Three entries already listed, arranged by SMILES length, low to high.
Screening O=C(CCSCCc1ccncc1)NCCCN1CCOCC1 returned inhibitors of VEEV 3.5%, H37Rv inhibition -4%, influenza NS1A -2%, tuberculosis growth -6% and Salmonella PhoP GFP -5%.
COc1ccccc1OCCCCN1CCN(C(c2ccccc2)c2ccccc2)CC1 was read as inhibitors of VEEV inactive, H37Rv inhibition inconclusive, influenza NS1A 15%, tuberculosis growth inconclusive and Salmonella PhoP GFP 9%.
`O=C(NCC(=O)N1CCN(c2ccccc2O)CC1)c1ccc2c(c1)OCO2` gave inhibitors of VEEV 8.2%, H37Rv inhibition -4%, influenza NS1A -2%, tuberculosis growth 5% and Salmonella PhoP GFP -11%.

The results go on:
Screening Cc1ccc2c(c1)C1CN(C)CCC1N2C(=S)Nc1cccnc1 (stereo not given) returned inhibitors of VEEV 0.0%, H37Rv inhibition -1%, influenza NS1A -1%, tuberculosis growth 6% and Salmonella PhoP GFP 8%.
`CN(CCOc1ccccc1)Cc1nc2cc(Cl)ccc2c(=O)[nH]1` gave inhibitors of VEEV 0.5%, H37Rv inhibition 59%, influenza NS1A -4%, tuberculosis growth inconclusive and Salmonella PhoP GFP 7%.
Screening COc1ccc(NC(=S)NC(C)Cc2cccs2)cc1 (stereo not given) returned inhibitors of VEEV 1.3%, H37Rv inhibition 3%, influenza NS1A 5%, tuberculosis growth 48% and Salmonella PhoP GFP -4%.
For Cc1cc(NC(=O)c2cccc(Br)c2)no1 the results were inhibitors of VEEV 1.0%, H37Rv inhibition 2%, influenza NS1A 1%, tuberculosis growth 5% and Salmonella PhoP GFP 16%.
For Cn1c(SCC(=O)N2CCOCC2)nnc1-c1ccc2ncccc2c1 the results were inhibitors of VEEV 1.9%, H37Rv inhibition -3%, influenza NS1A 7%, tuberculosis growth -21% and Salmonella PhoP GFP 6%.
Screening CC1Cc2cc(C3(O)C(=O)c4ccccc4C3=O)ccc2N1 (stereo not given) returned inhibitors of VEEV 1.9%, H37Rv inhibition 5%, influenza NS1A -7%, tuberculosis growth 25% and Salmonella PhoP GFP -13%.
`CCNNC(=O)C(O)(Cc1ccccc1)Cc1ccccc1` gave inhibitors of VEEV inactive, H37Rv inhibition -1%, influenza NS1A -9%, tuberculosis growth 7% and Salmonella PhoP GFP -7%.
Screening CCN1CCCC1CNC(=O)c1ccc(N2CCCC2=O)cc1 (stereo not given) returned inhibitors of VEEV 0.7%, H37Rv inhibition 2%, influenza NS1A 3%, tuberculosis growth -22% and Salmonella PhoP GFP 6%.
`O=C(Nc1ccc(F)c(F)c1)C1CCCN1S(=O)(=O)c1ccc(F)cc1` (stereo not given) gave inhibitors of VEEV 0.3%, H37Rv inhibition 6%, influenza NS1A -8%, tuberculosis growth -15% and Salmonella PhoP GFP -4%.
Screening CC(C)C(NC(=O)c1ccc(C(C)(C)C)cc1)C(=O)NC1=NCCS1 (stereo not given) returned inhibitors of VEEV 2.2%, H37Rv inhibition 40%, influenza NS1A 8%, tuberculosis growth 50% and Salmonella PhoP GFP -2%.
O=C(CCc1ccccc1)NC(NC(=S)Nc1cccc(Cl)c1)C(Cl)(Cl)Cl (stereo not given) was read as inhibitors of VEEV 2.1%, H37Rv inhibition -3%, influenza NS1A -3%, tuberculosis growth 8% and Salmonella PhoP GFP 6%.
Screening O=C(Cc1ccc(Br)cc1)c1ccc(O)cc1O returned inhibitors of VEEV 2.4%, H37Rv inhibition 5%, influenza NS1A -3%, tuberculosis growth 33% and Salmonella PhoP GFP 119µM*.
O=C1Nc2ccc([N+](=O)[O-])cc2OC1CCN1CCN(Cc2ccc3c(c2)OCO3)CC1 (stereo not given) was read as inhibitors of VEEV 1.3%, H37Rv inhibition -6%, influenza NS1A 10%, tuberculosis growth -6% and Salmonella PhoP GFP -1%.
Screening O=C(NC1CCCCC1)C(c1ccc(O)cc1)N(CC1CCCO1)C(=O)C1COc2ccccc2O1 (stereo not given) returned inhibitors of VEEV 7.2%, H37Rv inhibition -23%, influenza NS1A -5%, tuberculosis growth 34% and Salmonella PhoP GFP 1%.
`COc1ccccc1-n1c(=O)c2c3c(sc2n2c(=S)[nH]nc12)CCC3` gave inhibitors of VEEV 1.0%, H37Rv inhibition -5%, influenza NS1A 7%, tuberculosis growth 0% and Salmonella PhoP GFP 5%.
O=C(O)CC(NC(=O)c1cccc([N+](=O)[O-])c1)c1ccc2c(c1)OCO2 (stereo not given) was read as inhibitors of VEEV 0.2%, H37Rv inhibition -2%, influenza NS1A -23%, tuberculosis growth -20% and Salmonella PhoP GFP 4%.
`COc1cc(C(=O)CSc2nccn2C)cc(OC)c1OC` gave inhibitors of VEEV 2.5%, H37Rv inhibition 17%, influenza NS1A -6%, tuberculosis growth -2% and Salmonella PhoP GFP 9%.
CCN(CC)S(=O)(=O)c1ccc2oc(C(=O)NCc3ccc(C)cc3)c(C)c2c1 was read as inhibitors of VEEV 1.4%, H37Rv inhibition -10%, influenza NS1A -11%, tuberculosis growth 20% and Salmonella PhoP GFP -8%.
For COc1ccc(CN(C)CC(=O)Nc2ccc(Cl)cc2F)c(OC)c1 the results were H37Rv inhibition 3%, tuberculosis growth 15% and Salmonella PhoP GFP 2%.
For Cc1ccc(-c2nnc(SCC(=O)N(CC(C)C)c3c(N)n(Cc4ccccc4)c(=O)[nH]c3=O)n2N)cc1 the results were inhibitors of VEEV inactive, H37Rv inhibition -9%, influenza NS1A 3%, tuberculosis growth 15% and Salmonella PhoP GFP -4%.
